# HT1080NT lethal: qHTS for induction of synthetic lethality in tumor cells producing 2HG: qHTS for the HT-1080-NT fibrosarcoma cell line. Potency, µM (titrated, usually from 46.1 µM), for inactives: at the top dose activity, negative = less viability, usual class: cytotoxic. HT-1080-NT fibrosarcoma viability, CellTiter-Glo ATP luminescence, 48 h. 1.6% of 360,000 active. AID 686970, 2013;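 also: NT is the 2HG producing partner of a matched IDH1 knockdown line; potency is read from the fitted curve at half-maximal effect; 0% = DMSO-treated cells and -100% = media-only wells without cells; nearly all actives have a fitted effect of over 55% in size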
#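 Fibrosarcoma NT cells, 750 per well in 5% FBS RPMI, were exposed to compound for 48 hours. Viability: CellTiter-Glo luminescence.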
# SW480 rereplic: A quantitative high throughput screen for small molecules that induce DNA re-replication in SW480 colon adenocarcinoma cells; 1.8% of 340,000 active; Potency, µM (doses to about 46.1 µM), without a hit: top-dose re-replication activation, most hits filed as activators; SW480 DNA re-replication, Hoechst DNA content imaging, 48 h; AID 624297, 2012; also: potency is read from the fitted curve at half-maximal effect; % of control where 0% means no effect; nearly all actives have a fitted effect of over 55% in size
#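 Image-based DNA-content assay: after two days of treatment, nuclei were labelled with the DNA dye Hoechst and imaged, and hits were compounds raising the count of nuclei showing high fluorescence intensity.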
# ATXN2 expr inh: Primary qHTS for Inhibitors of ATXN expression. HEK-293 ATXN2-luciferase reporter, luminescence, 24 h. Potency, µM (titrated, usually from 57 µM), for the others: top-dose activity change, negative = inhibition, usual class: inhibitors. 0.72% of 360,000 active. AID 1745845, 2022; also: potency is read from the fitted curve at half-maximal effect; % is scaled to controls: 0 for no effect and ±100 for the full control effect; nearly all actives have a fitted effect of over 55% in size
#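 ATXN2-luciferase reporter cells (luciferase flanked by upstream and downstream ATXN2 gene portions) were treated 24 h at 37 °C with compounds at up to 57 uM. SteadyGlo luminescence gave expression; GF-AFC fluorescence gave viability.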
# IL1B secr inh: qHTS for Inhibitors of Inflammasome Signaling: IL-1-beta AlphaLISA Primary Screen; THP-1 LPS/ATP IL-1B secretion, AlphaLISA, 16 h; hits give low values; activity change, % at 57.5 µM; 4.7% of 360,000 active; AID 743279, 2014; in the data active = activity change below about -50%; inconclusive = mostly about -30% to -49%; also: % is scaled to controls: 0 for no effect and ±100 for the full control effect
#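 Secreted IL-1B measured by AlphaLISA bead assay after 16 h compound exposure of THP-1 cells; compounds (final up to 57.5 uM) added 1 h before LPS (250 ng/mL) and ATP (1.25 mM) stimulation; lower signal means less secretion.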
# HepG2 viability: qHTS for Inhibitors of TGF-b: Cytotox Counterscreen. HepG2 CAGA-GFP viability, ATP luminescence, 18 h. Potency, µM (top dose mostly 46.1 µM), for inactives: top-dose activity change, negative = cytotoxicity, hits mostly cytotoxic. 0.76% of 410,000 active; also: potency is read from the fitted curve at half-maximal effect; some results filed as inactive show a strong effect at the top dose
#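 HepG2 CAGA-GFP cells (1000/well, DMEM with 1% FBS) received compound, then TGF-beta at 500 pg/mL final, and were incubated 18 hours at 37 degrees C. Viability was read by CellTiter-Glo luminescence. Media-only wells were set as complete cell-killing and DMSO as no toxicity.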
# MCF10A rereplic: A quantitative high throughput screen for small molecules that induce DNA re-replication in MCF 10a normal breast cells; AID 624296, 2012; MCF 10A DNA re-replication, Hoechst nuclear intensity, 48 h; Potency, µM (doses to about 46.1 µM), for the others: at the highest dose activity, positive = re-replication, usual class: activators; 2.9% of 350,000 active; also: potency is read from the fitted curve at half-maximal effect; % of control where 0% means no effect; nearly all actives have a fitted effect of over 50% in size
# KB-3-1 cytotox: qHTS assay for MDR1-selective chemotherapeutics: Primary screen using the parental adenocarcinoma cell KB-3-1; KB-3-1 viability, CellTiter-Glo ATP luminescence, 72 h; Potency, µM (doses to about 46.1 µM), for the others: at the top dose activity change, negative = cytotoxic, hits mostly cytotoxic; 1.4% of 400,000 active; AID 1347075, 2019; also: potency is read from the fitted curve at half-maximal effect; % is scaled to controls: 0 for no effect and ±100 for the full control effect; nearly all actives have a fitted effect of over 60% in size
#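 Using CellTiter-Glo luminescence, growth of non-resistant KB-3-1 adenocarcinoma cells is assessed 72 h after pin-tool compound addition at 37 °C. Normalized responses across the concentration series yield fitted curves.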
# S2 tox: Viability Counterscreen for Primary qHTS for Inhibitors of ATXN expression | S2 cells (HEK-293 line with an ATXN2-luciferase reporter) viability, CellTiter-Fluor protease fluorescence, 24 h | Potency, µM (doses to about 56.7 µM), actives largely listed as cytotoxic | 0.49% of 400,000 active; also: potency is read from the fitted curve at half-maximal effect; nearly all actives have a fitted effect of over 40% in size
# HT1080 IDH1KD tx: qHTS for induction of synthetic lethality in tumor cells producing 2HG: qHTS for the HT-1080-IDH1KD cell line; HT-1080 IDH1 knockdown viability, ATP luminescence, 48 h; Potency, µM (highest dose often 46.1 µM), for inactives: at the highest dose activity, negative = toxicity, hits mostly cytotoxic; 2% of 360,000 active; AID 686971, 2013;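 also: potency is read from the fitted curve at half-maximal effect; 0% = DMSO wells and -100% = cell-free medium wells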
#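 IDH1KD HT-1080 cells, 750/well, RPMI + 5% FBS; compound pinned after 2 h settling; 48 h, 37 °C; CellTiter-Glo luminescence; % activity normalised to DMSO and no-cell wells; curves fitted, classed by r2 and efficacy.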
# Numbers without * were called inactive; i = inactive; ? = inconclusive; . = not tested or not shown; & = joins results of further samples; [ ] = another dose, or the depositor's remark. Unless noted, calls follow the shape of the dose curve; as a rule, active = well fitted curve in the direction sought with a large enough effect; inconclusive = small, poorly fitted or top-dose-only effect, or another doubt; inactive = no such curve, though single readings can be large; an effect the other way counts as inactive or inconclusive. Compounds were not picked by outcome; about 8.9% have a hit in one of these screens.
# Start of the listing, in advance:
SMILES,HT1080NT lethal,SW480 rereplic,ATXN2 expr inh,IL1B secr inh,HepG2 viability,MCF10A rereplic,KB-3-1 cytotox,S2 tox,HT1080 IDH1KD tx
CCCS(=O)(=O)c1nc(S(=O)(=O)c2ccc(C)cc2)c(NCCCN2CCCC2=O)s1,-1.4%,-0.6%,-0.7%,-26.4,5.5%,-0.4%,4.1%,i,2.7%
CC1(C(=O)O)COC(c2ccc([N+](=O)[O-])cc2)OC1 (stereo not given),1.4%[9.24 µM],-3.3%,1.4%,-6.6,0.2%,-1.7%,-3.5%,i,-2.2%
CCCC(=O)N1CCN(c2ccc(NC(=O)c3cc4ccccc4o3)cc2Cl)CC1,18.4µM*,1.8%,14.1µM*,-110.9*,-8.6%,6.51µM*,?,17.8µM*,20.6µM*
CC1CC(C)CN(C(=O)COC(=O)COc2ccccc2C#N)C1 (stereo not given),4.7%[9.24 µM],-46.4%[inhibitor],8.2%,-2.2,5.4%,-2.0%,33.4%,i,14.7%

# Main list, from the first entry:
SMILES,HT1080NT lethal,SW480 rereplic,ATXN2 expr inh,IL1B secr inh,HepG2 viability,MCF10A rereplic,KB-3-1 cytotox,S2 tox,HT1080 IDH1KD tx
CCCS(=O)(=O)c1nc(S(=O)(=O)c2ccc(C)cc2)c(NCCCN2CCCC2=O)s1,-1.4%,-0.6%,-0.7%,-26.4,5.5%,-0.4%,4.1%,i,2.7%
CC1(C(=O)O)COC(c2ccc([N+](=O)[O-])cc2)OC1 (stereo not given),1.4%[9.24 µM],-3.3%,1.4%,-6.6,0.2%,-1.7%,-3.5%,i,-2.2%
CCCC(=O)N1CCN(c2ccc(NC(=O)c3cc4ccccc4o3)cc2Cl)CC1,18.4µM*,1.8%,14.1µM*,-110.9*,-8.6%,6.51µM*,?,17.8µM*,20.6µM*
CC1CC(C)CN(C(=O)COC(=O)COc2ccccc2C#N)C1 (stereo not given),4.7%[9.24 µM],-46.4%[inhibitor],8.2%,-2.2,5.4%,-2.0%,33.4%,i,14.7%
CCOc1cc(C#N)c(NC(=O)CSc2nnnn2-c2ccc(OC)cc2)cc1OCC,-0.1%,2.8%,3.7%,19.2,-2.9%,4.3%,4.9%,i,-3.4%
NC(=O)CSc1nnnn1-c1ccc2c(c1)OCCO2,-0.3%,-5.0%,-6.0%,-11.9,-0.1%,?,-3.0%,i,-1.9%
O=C(CCc1nnc2ccc(N3CCCCC3)nn12)NCc1ccco1,10.8%,-13.5%,-0.7%,7.4,0.6%,0.6%,8.2%,i,10.3%
COCCn1c(SCC(=O)Nc2ccc(S(=O)(=O)N(C)C)cc2)nc2ccccc21,-9.9%,-1.7%,-7.4%,0.3,-12.3%,0.1%,-5.6%,i,-10.1%
Cc1ccc2c(c1)[C@H]1[C@H](CO2)[C@H](c2ccccc2)[C@]2(C)C(=O)Nc3ccccc3C(=O)N12,5.8µM*,9.2µM*,?,-60.2*,-18.5%,3.26µM*,-7.7%,?,6.51µM*
CNC(=S)N/N=C/c1cn(CCOc2cccc(OC)c2)c2ccccc12,-15.9%,-11.0%,-1.7%,-7.9,-25.6%,9.1%,-5.2%,?,-9.8%
O/N=C1\CCCc2oc3c(c21)CCCC3,-3.8%,-19.7%,-3.5%,-10.0,-9.3%,9.4%,0.0%,i,-9.7%
CCOC(=O)c1[nH]nc2c1C(=O)N(CC)C2=O,13.4%,2.8%,8.8%,8.3,-17.1%,-1.0%,-2.3%,i,10.8%
Cc1cccc(C)c1-n1nnnc1C1c2ccccc2C(=O)N1CCc1ccccc1F (stereo not given),11.7%,.,40.7%[activator],6.8,.,.,5.1%,i,0.6%
Cc1cc(C(=O)NC2CC(C)(C)Cc3c2cnn3-c2cccc(F)c2)nn1C (stereo not given),7.4%,-1.7%,8.8%,-6.8,-16.0%,12.6%,-18.2%,i,0.1%
CC(CCc1ccccc1)NC(=O)CCC1CCCC1 (stereo not given),-3.7%,23.1%,.,-3.4,0.6%,0.4%,1.5%,i,12.8%
Cc1cc(C)n(C2CC(=O)N(c3ccc(C)c(Cl)c3)C2=O)n1 (stereo not given),-9.7%,-13.3%,-18.3%,11.5,0.0%,-3.4%,1.7%,i,-0.5%
CCc1ccc(OCC(=O)N(Cc2ccc(C)cc2)Cc2ccco2)cc1,.,.,-8.2%,.,-37.6%,.,5.5%,i,.
CCOC(=O)c1sc(-n2[nH]c(C)cc2=O)nc1C,7.2%,15.1%,5.2%,-5.7,-4.6%,9.1%,-0.5%,i,6.8%
O=C(c1ccc2[nH]c3c(c2c1)CCCC3)N1CCN(c2ccc(F)cc2)CC1,-0.5%,-0.1%,-7.8%,-18.5,-23.4%,?,0.6%,i,-0.5%
CCCCCN(C(=O)NC(=O)Nc1ccccc1OC)S(C)(=O)=O,-1.8%,-2.1%,1.9%,21.2,6.7%,-7.5%,-1.0%,i,3.6%
CCOc1cc(C(=S)N2CCCCC2)ccc1OS(=O)(=O)c1ccc(Cl)cc1,-24.8%,19.8%,-18.8%,-8.2,-25.5%,?,?,i,-6.2%
O=C(CN1CCCCCCC1)Nc1cccc(Cl)c1Cl,5.4%,-2.4%,-13.6%,45.0,-17.4%,?,-18.8%,i,0.0%
CC1(C)CC(=O)C(C(C2=C(O)CC(C)(C)CC2=O)c2ccc([N+](=O)[O-])cc2)C(=O)C1 (stereo not given),-6.6%,1.0%,-7.4%,14.1,-2.7%,-2.6%,3.5%,i,-0.2%
COc1ccc(N=C2SCC(c3ccccc3)=NN2C)cc1,-8.1%,-6.1%,.,-8.0,-27.1%,-1.3%,-4.9%,i,-5.6%
O=C1NC(c2ccccc2Cl)Nc2ccccc21 (stereo not given),?,16.4µM*,-14.7%,63.4,-36.4%,?,?,i,?
Cn1ncc(Cl)c1C(=O)NCc1ccco1,4.7%,-4.7%,1.3%,6.8,-16.0%,-3.7%,12.3%,i,-1.6%
CCN(CC)C(=O)C(=O)Nc1ccc(Oc2ccccc2)cc1,-16.8%,-19.4%,-12.4%[11.3 µM],0.0,-23.2%,9.6%,2.8%,?,-15.9%
CC(C)Oc1ccc(C(=O)OC(C)C(=O)NC2CCCCC2C)cc1 (stereo not given),-3.1%,2.7%,-14.0%,-8.3,-5.5%,10.7%,-24.5%,i,-0.2%
CCOC(=O)c1ccc(NC(=O)C2=C(C)Nc3nc(CCCO)nn3C2c2cccc(C)c2)cc1 (stereo not given),-15.7%,-3.0%,7.8%,9.8,6.3%,7.4%,?,i,0.5%
Cc1c(NS(=O)(=O)N2CCCCC2)c(=O)n(-c2ccccc2)n1C,13.1%,-7.5%,4.2%,-1.6,9.7%,3.0%,1.5%,i,11.2%
NC(=O)C1CCN(C(=S)c2ccc(-c3ccc(Br)cc3)o2)CC1,-23.0%,-1.6%,87.8%[activator][11.3 µM],-7.1,10.0%,0.3%,1.1%,i,-10.6%
C=CCN=C1SCC(=O)N1S(=O)(=O)c1ccccc1,6.5%,-0.5%,12.8%,8.5,-1.1%,-1.1%,6.1%,i,20.6%
COc1ccc(/C=C2\SC(=O)N(CCNC(=O)Cn3[nH]c(=O)c4ccccc4c3=O)C2=O)cc1,0.0%,1.9%,?,21.2,-10.0%,?,-0.6%,i,-12.3%
CCOC(=O)C1CCN(C2=C(NS(=O)(=O)c3ccc(Cl)cc3)C(=O)c3ccccc3C2=O)CC1,-2.6%,?,-11.0%,-9.1,-1.1%,?,-1.2%,i,-18.3%
NNC(=O)/C(=N/Nc1ccccc1)S(=O)(=O)c1ccc(Cl)cc1,?,?,14.1µM*,45.3,-3.4%,?,18.4µM*,?,?
CCOc1ccc(C(=O)N2CCN(CCc3ccccn3)CC2)cc1,.,.,2.2%,.,3.9%,.,9.9%,i,.
CCc1noc(C)c1C(=O)NCCN1C(=O)S/C(=C\c2ccc(OC)cc2)C1=O,2.4%,-44.2%[inhibitor],34.3%,-22.6,-28.6%,21.1%,-0.6%,?,0.4%
Cc1c(C(c2ccc(N(C)C)cc2)c2c(C)n(C)n(-c3ccccc3)c2=O)c(=O)n(-c2ccccc2)n1C,-15.7%,?,?,-7.2,5.3%,-2.4%,-17.3%,?,-15.6%
O=[N+]([O-])C(=C1NCCN1)C(Cl)=C(Cl)Cl,10.3%,0.8%,.,4.7,-8.7%,-2.1%,-2.3%,i,0.0%
CC(C)CN1CC(C)C(=O)N(c2ccccc2)C1=S (stereo not given),5.3%,0.6%,-5.4%,-14.5,-0.6%,10.6%,-0.1%,i,11.1%
CCO/C(C)=N/Oc1cnc2ccccc2c1,13.5%,.,34.0%[activator],38.1,-0.9%,.,0.1%,i,1.9%
O=C(CCc1nnc(Cc2ccc(-c3ccccc3)cc2)o1)NCC1CC1,-5.2%,-4.0%,-14.8%,-1.6,-14.3%,9.1%,14.4%,i,-3.3%
CCOc1ccc(CCNC(=O)COc2cccc(-n3cnnn3)c2)cc1OCC,1.1%,11.8%,2.0%,10.0,-6.2%,0.3%,11.9%,i,-2.4%
COc1ccc(CNC(=O)C(c2ccco2)N(C(=O)CNS(=O)(=O)c2ccccc2)c2ccccc2C)cc1 (stereo not given),8.6%,?,-9.1%,-3.7,-3.6%,11.5%&-20.8%,-1.1%,?,0.6%
Cc1ccc(S(=O)(=O)NC(=O)C2(C)CCN2C(=O)COc2ccc(Cl)cc2)nc1 (stereo not given),2.6%,.,-2.0%,-3.1,-0.8%,.,-0.1%,i,-1.6%
Cc1ccccc1-n1sc2cc(F)ccc2c1=O,18.4µM*,?,?,-105.0*,-40.1%,16.4µM*,?,?,20.6µM*

# Bioassay records deposited in PubChem BioAssay by National Center for Advancing Translational Sciences (NCATS).
